TDP2 inh: TDP2 (human) inhibition, absorbance primary screen; O95551; recombinant TDP2, T5PNP hydrolysis, p-nitrophenol absorbance 415 nm; inhibition, % at 12.8 µM; 0.34% of 370,000 active; AID 720702;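 active means inhibition above the mean of all tested compounds plus 3 SD, set per campaign, cut at about 25% in these data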;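 further: 0% = DMSO with enzyme and 100% = buffer with substrate but no TDP2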
Target sequence (O95551 whole entry, looked up): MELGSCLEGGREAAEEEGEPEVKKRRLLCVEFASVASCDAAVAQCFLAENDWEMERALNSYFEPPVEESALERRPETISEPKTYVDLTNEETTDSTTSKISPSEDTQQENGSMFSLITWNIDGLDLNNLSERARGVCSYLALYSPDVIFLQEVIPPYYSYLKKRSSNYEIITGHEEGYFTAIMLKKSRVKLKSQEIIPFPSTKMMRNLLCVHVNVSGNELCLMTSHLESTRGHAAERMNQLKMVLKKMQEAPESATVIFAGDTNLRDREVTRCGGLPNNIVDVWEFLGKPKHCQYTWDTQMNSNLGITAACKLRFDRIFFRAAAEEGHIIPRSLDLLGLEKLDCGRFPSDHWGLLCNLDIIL
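System – recombinant human TDP2 · Quantity – TDP2 enzyme at 120 nM final · Doses – single concentration, 12.8 µM nominal, with 1% DMSO · Incubation – 2 h at 37 °C · Measured by – epi absorbance of p-nitrophenol freed from T5PNP by hydrolysis · Read-out – % inhibition relative to enzyme-containing and enzyme-free wells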
MBD2 DNA inh: inhibitors of human MBD2 binding to methylated oligonucleotide. Q9UBB5. TR-FRET. inhibition, % at 4.4 µM. 0.31% of 370,000 active. AID 686964; in the data active means inhibition above about 13%
proKLK7 act: activators of human kallikrein-7 zymogen; P49862; purified proKLK7, EDANS-DABCYL substrate fluorescence; 100% is mature enzyme control, 0% vehicle; AID 652039; 0.9% of 370,000 active; activation, % at 7 µM;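 active means activation above the mean of all tested compounds plus 3 SD, computed per campaign excluding outliers beyond control limits, cut at about 13% in these data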
UHRF1 binding: UHRF1 methyl-DNA binding inhibition; 0.75% of 370,000 active; inhibition, % at 4.4 µM; Q96T88; UHRF1 binding to methylated oligo, TR-FRET; in the data active means inhibition above about 21%;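 further: UHRF1 SRA domain binding a hemimethylated CpG hairpin DNA probe; 0% = median of test compound wells and 100% = reference inhibitor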
Tn6 DDE FP: inhibitors of Tn6 peptide binding to human fibrin DD(E) | P02675 | Fibrin DD(E) TRITC-Tn6 fluorescence polarization displacement | inhibition, % at 8.3 µM | 0.21% of 370,000 active;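 active means inhibition above a per-campaign cutoff: mean of compounds within control limits plus 3 SD, cut at about 15% in these data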;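 further: 0% = median of all compound wells on the plate and 100% = blocking peptide control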
SIAE inh: blocks human sialic acid acetylesterase | AID 1053197 | SIAE FP-Rh probe binding, fluorescence polarization | 0.69% of 370,000 active | inhibition, % at 9.66 µM;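 active means inhibition above a cutoff: mean of compounds within the control limits plus 3 SD of those, cut at about 17% in these data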;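 further: 0% = plate median of compound wells and 100% = probe without SIAE protein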
Target sequence (Q9HAT2 whole entry, looked up): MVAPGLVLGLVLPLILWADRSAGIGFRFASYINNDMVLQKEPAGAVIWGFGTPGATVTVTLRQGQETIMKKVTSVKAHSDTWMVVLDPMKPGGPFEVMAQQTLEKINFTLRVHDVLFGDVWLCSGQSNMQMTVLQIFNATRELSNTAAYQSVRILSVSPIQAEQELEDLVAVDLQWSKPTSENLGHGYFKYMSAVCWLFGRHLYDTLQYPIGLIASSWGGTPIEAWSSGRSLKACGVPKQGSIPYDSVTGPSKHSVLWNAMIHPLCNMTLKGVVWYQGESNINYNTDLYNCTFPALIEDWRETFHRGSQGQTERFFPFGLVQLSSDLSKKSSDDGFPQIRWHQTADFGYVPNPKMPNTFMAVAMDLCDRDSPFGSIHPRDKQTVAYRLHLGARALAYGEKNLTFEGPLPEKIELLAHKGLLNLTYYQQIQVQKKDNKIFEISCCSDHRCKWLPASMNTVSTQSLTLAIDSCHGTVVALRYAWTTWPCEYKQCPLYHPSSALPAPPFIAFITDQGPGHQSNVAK
LEDGF integ inh: blocks HIV-1 LEDGF/p75-dependent DNA integration | TR-FRET IN-LEDGF/p75 DNA integration, Eu/Cy5 | inhibition, % at 3.7 µM | 0.64% of 370,000 active;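 active means inhibition above the screen-wide mean plus 3 SD, cut at about 13% in these data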;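 further: signal is the Cy5 over europium emission ratio at 671 and 618 nm; 0% = plate median of compound wells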
TCR CD3 inh: human TCR-CD3 binding inhibition | TAMRA-labeled TCR probe fluorescence, biochemical | inhibition, % at 9.4 µM | 0.37% of 360,000 active | AID 651800; in the data active means inhibition above about 19%;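 further: recombinant mutant TCR 2C K166C tagged with TAMRA read by polarization; 0% = receptor in buffer alone and 100% = receptor with positive control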
Tn7 DDE FP: inhibitors of Tn7 peptide binding to human fibrin DD(E) | P02675 | FP displacement of FITC-Tn7 peptide from fibrin DD(E); 0% = median of compound wells per plate | inhibition, % at 8.3 µM | 0.13% of 370,000 active | AID 720508;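 active means inhibition above the mean of compounds falling within the control limits plus 3 SD of them, cut at about 14% in these data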;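 further: 0% = plate median of compound wells and 100% = 10 µM Aha-Tn7 peptide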
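Measure: % inhibition scaled between sample-field median and high-control FP; Test system: human fibrin DD(E); Quantity: 2 µM final DD(E) protein; Doses: one dose, 8.3 µM nominal; Schedule: compound with protein 10 min, then 3 h after probe, room temperature; Detection: fluorescence polarization; Medium: Tris buffer with calcium and detergent, pH 7.8.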
PRMT1 FP inh: blocks human protein arginine methyltransferase 1. Q99873. recombinant PRMT1, activity-based probe fluorescence polarization. inhibition, % at 2.79 µM. 1.3% of 370,000 active;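 active means inhibition above about 21% made by adding two undisclosed values, limit read from the data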
* = called active by the depositor. Outcome played no part in choosing rows. About 4.6% of those tested had a hit in this group.

SMILES	TDP2 inh	MBD2 DNA inh	proKLK7 act	UHRF1 binding	Tn6 DDE FP	SIAE inh	LEDGF integ inh	TCR CD3 inh	Tn7 DDE FP	PRMT1 FP inh
Cc1ccc2[nH]c(=O)c(C(c3nnnn3CC3CCCO3)N3CCCc4ccccc43)cc2c1 (configuration not stated)	-6.8	0.7	0.4	-2.9	-5.8	-1.1	3.2	-3.2	1.0	20.3
COc1ccc(N2C(=O)N3[C@H](c4ccc(Cl)cc4)[C@@H]4C(=O)N(C5CCCCC5)C(=O)[C@@H]4[C@]3(Cc3ccc(Cl)cc3)C2=O)cc1	-0.8	2.2	0.1	-1.4	-2.4	-3.5	-2.5	7.9	4.8	-0.5
CCN(CC(=O)Nc1ccccc1C(=O)OC)S(=O)(=O)c1ccccc1	9.1	-1.4	0.4	-4.9	1.3	-0.5	1.1	-0.8	-1.9	2.5
CCCCCC(=O)N1C[C@@H](O)[C@H](n2cc(-c3ccc(F)cc3)nn2)C[C@@H]1c1ccc(Cl)cc1	-3.7	1.4	-0.1	3.4	2.5	-16.6	0.2	-0.1	-2.4	-4.3
O=C(NCc1cccc(F)c1)C1CCC(=O)N(C2CCCC2)C1 (configuration not stated)	-15.4	-5.8	0.1	3.0	0.5	-5.2	0.7	-10.4	-0.7	-2.6
COc1ccc(Cc2nnc(SC)[nH]c2=O)cc1	-6.6	-3.2	-0.3	1.0	3.0	0.7	-0.7	2.1	-2.1	-2.2
O=C(O)CCc1ccc(-c2ccc(Br)cc2)n1CC(=O)O	4.6	1.8	0.9	5.1	-4.0	1.0	9.5	0.4	-6.1	7.7
COc1ccc(CCNC(=O)c2cc3c(=O)n4ccccc4nc3n(C3CCCCC3)c2=N)cc1	-5.3	-0.9	-2.2	-2.7	1.4	-7.1	-1.2	-1.8	-0.4	-2.6
CCNC(=S)/C(=C(/[O-])c1ccc([N+](=O)[O-])cc1)[n+]1ccccc1	2.7	2.5	-0.2	-0.4	-7.0	4.7	6.5	4.0	-4.1	-0.9
COc1ccc(N2C(=O)CC(Sc3nccc(C)n3)C2=O)cc1 (configuration not stated)	-4.0	-2.7	-1.0	-0.6	0.6	1.9	0.4	-6.5	-3.0	1.6
COC(=O)[C@]12CCCCC=C1N(Cc1ccco1)C(=O)[C@H](CC(=O)NCc1cccs1)C2	-2.5	-6.7	0.4	2.1	3.0	11.4	4.7	-5.2	0.1	-1.6
O=C(O)/C=C\C(=O)Nc1ccccc1C#Cc1ccc(Br)cc1	-3.4	7.2	-5.9	19.7	2.3	-1.1	-1.5	0.5	10.1	22.0*
CC(C)(C)NC(=O)NC(=O)CN1CCc2ccccc21	-9.3	-3.7	-0.1	-2.1	3.0	1.8	-2.2	3.4	7.8	1.8
CCNC(=S)Nc1cc(C(=O)N2CCCC2)ccc1N1CCCC1	-6.5	1.3	0.1	-0.9	-3.2	22.8*	2.3	2.3	-4.4	-1.7
O=C(NCC1c2ccccc2CCN1C(=O)CN1C(=O)c2ccccc2C1=O)C1CCCCC1 (configuration not stated)	10.9	-1.5	0.1	3.7	1.3	-7.0	0.1	-3.2	4.8	-2.2
CS(=O)(=O)N(Cc1ccccc1Cl)c1ccc(C(=O)N2CCCC2)cc1	-4.3	-4.8	0.2	-2.5	-1.3	-0.1	3.1	7.8	-8.7	1.2
CN(C(=O)CSc1nnnn1-c1ccccc1)C1CCCCC1	-10.8	-5.8	0.3	1.7	1.4	8.3	-2.0	-3.3	-0.5	0.6
CCc1ccccc1NC(=O)CSc1n[nH]c(-c2cccnc2)n1	-12.1	1.4	-0.3	2.0	2.8	3.0	0.2	0.6	-5.5	-2.2
O=C(O)/C=C\C(=O)Nc1ccc(N2CCN(c3ccc(F)cc3)CC2)cc1	14.2	-1.7	0.4	-3.8	7.9	32.9*	10.5	27.9*	-3.2	4.8
Cc1cc(Br)ccc1NC(=O)CN(C)C(=O)c1cc([N+](=O)[O-])ccc1N1CCOCC1	-12.3	1.1	0.8	10.4	-0.1	3.0	0.0	-1.2	-5.7	-4.6
CC12CCC(=O)N1C(C(=O)Nc1ccccc1F)CS2 (configuration not stated)	-8.5	1.7	-1.1	2.0	0.1	-3.6	-2.7	-4.8	5.3	1.8
Fc1cccc(Cl)c1Cn1nnc2c(-n3ccnc3)ncnc21	6.2	-4.7	0.3	-2.6	-0.3	4.4	0.7	5.0	-4.4	0.5
COCCCN(C(=O)CSCc1c(C)noc1C)c1c(N)n(Cc2ccccc2)c(=O)[nH]c1=O	-6.8	-5.8	-2.3	-1.8	4.9	-2.8	-0.8	2.2	1.2	1.0
CCOC(=O)Cc1csc(NC(=O)CCCCCN2C(=O)c3cccc4cccc(c34)C2=O)n1	7.2	-0.7	-0.6	-3.0	-2.3	-0.7	-0.2	4.3	-2.1	1.8
CN(CC(=O)NNC(=O)CNC(=O)c1ccccc1F)S(=O)(=O)c1ccc(Cl)cc1	-0.9	-1.9	-0.2	-0.8	-8.3	3.1	-0.2	5.7	-1.8	-2.1

(next part)
SMILES	TDP2 inh	MBD2 DNA inh	proKLK7 act	UHRF1 binding	Tn6 DDE FP	SIAE inh	LEDGF integ inh	TCR CD3 inh	Tn7 DDE FP	PRMT1 FP inh
Cc1ccc(-n2c(SCC(=O)NC3CCS(=O)(=O)C3)nc3ccccc3c2=O)cc1C (configuration not stated)	-8.1	1.2	0.2	-0.8	-1.2	4.3	-1.6	4.7	1.1	-0.8
CNC(=S)N(Cc1ccc(OC)cc1)C1CC(=O)N(c2ccc(OC)cc2)C1=O (configuration not stated)	-15.8	-3.7	0.7	-2.4	-2.5	0.7	-2.0	9.3	3.5	3.2
N#CC(=Cc1ccc(-c2ccccc2)cc1)C(=O)c1ccccc1	1.1	-0.6	-1.3	-0.1	2.3	6.0	-0.5	-7.1	-2.1	5.3
C=C(C)c1cccc(C(C)(C)NC(=O)NCCN(CC)CC)c1	8.1	-5.6	0.9	2.9	0.7	3.6	3.6	7.6	-0.8	-7.3
Nc1cc(=O)[nH]c(SCc2cccc3ccccc23)n1	0.8	1.0	-0.5	1.0	-4.5	-9.7	0.8	4.9	5.0	0.4
COc1ccc(/C=N/NC(=O)c2[nH]c3ccc(Br)cc3c2-c2ccccc2)c(C(=O)O)c1OC	6.9	-1.5	-0.1	0.2	-7.8	-29.9	-1.6	-3.9	-5.0	-0.6
CC(c1ccccc1)N1C(=O)CC(Sc2ncccc2C(=O)O)C1=O (configuration not stated)	-11.0	4.9	-0.8	5.3	-4.5	-4.7	0.2	-2.8	7.7	7.8
Cn1cc(S(=O)(=O)Nc2ccc(Br)cc2F)c(=O)n(C)c1=O	1.2	1.2	-0.4	-0.6	-2.4	-3.4	1.9	-6.3	-5.8	-1.0
C=CCS(=O)(=O)N1CCCC(C(=O)c2cccc(Cl)c2)C1 (configuration not stated)	-4.4	-0.4	-0.2	1.8	-0.4	1.6	0.1	-0.7	-9.2	-2.4
COCCNC(=O)c1cc(-c2ccc(OC)c(OC)c2)on1	-7.0	0.5	-0.8	0.9	0.1	2.6	-2.7	4.1	-6.3	-4.6
CCCCN(CC)CCCNC(=O)CN1C(=O)CSc2ccc(S(=O)(=O)N3CCOCC3)cc21	-0.6	2.5	0.0	-0.2	10.2	-6.7	3.3	5.3	0.8	-5.2
CCCCCCCCCCCC(=O)NC(Cc1ccc(OC)c([N+](=O)[O-])c1)C(=O)O (configuration not stated)	-1.9	7.1	-0.2	12.4	6.8	-2.5	0.2	-5.1	2.5	3.7
CCc1ccc(N2C(=O)CC(N3CCN(c4ccccn4)CC3)C2=O)cc1 (configuration not stated)	-15.6	4.0	-0.5	1.1	-6.8	-2.9	1.3	-1.3	1.0	6.2
CNC(=O)C(=O)Nc1cc2c3c(c1)CCN3C(=O)CC2	7.5	-3.2	0.3	-3.0	-1.1	0.5	3.1	7.3	-8.7	1.2
CCOC(=O)C1(C)CCN1C(=O)c1cccnc1Oc1ccccc1 (configuration not stated)	-0.2	-0.9	0.1	-0.9	3.2	-2.0	-3.7	6.6	-1.7	-1.3
O=C1NC(=O)C(c2ccccc2)N1 (configuration not stated)	0.9	2.4	-0.2	0.1	-0.6	-5.7	-4.8	0.0	-1.9	-1.6
COc1ccc(C2=NN(S(C)(=O)=O)C(c3cccs3)C2)cc1OC (configuration not stated)	-20.0	5.6	0.3	7.4	3.2	-1.6	-7.5	-3.7	0.1	5.2
CC12CN3CC(C)(CN(C1)C3c1ccc3c(c1)OCO3)C2=O (configuration not stated)	-9.6	9.0	-0.3	8.8	-3.8	-2.2	3.8	-12.6	-1.8	2.8
C/C(=C\C(=O)c1cccnc1)Nc1ccc(C)c(C)c1	2.1	4.3	0.1	2.1	11.9	4.3	-2.0	-3.7	-1.9	1.9
COCc1cc(C)n(CC(=O)Nc2ccc(Cl)cc2Cl)c(=O)c1C#N	0.0	6.1	0.3	2.8	14.3	-5.2	-4.3	-9.6	12.4	4.2
CC(=O)Nc1ccc(S(=O)(=O)NCC(=O)NNC(=O)COc2c(C)cccc2C)cc1	-1.2	1.1	1.0	-0.1	6.8	-4.2	-1.2	0.8	-5.2	-0.3
COc1cc(C(=O)NNC(=O)CCOc2ccccc2C)cc(OC)c1OC	1.4	4.2	-0.8	-1.0	-2.4	5.3	-4.5	6.0	5.2	2.7
O=C(NCc1cccs1)c1ccccc1F	-2.6	-7.5	-0.2	-1.0	-3.7	-1.7	1.4	3.3	2.4	-1.9
CCCS(=O)(=O)NC(=O)C1(C)CCCN(C(=O)c2ccc3ccccc3n2)C1 (configuration not stated)	-9.5	1.9	0.4	-1.2	7.0	-3.4	-1.3	-3.0	-6.3	-1.0
C[C@H]1CN([C@@H](C)CO)C(=O)CCCn2cc(nn2)CO[C@@H]1CN(C)C(=O)Nc1ccc(N2CCCCC2)cc1	-0.4	3.0	0.7	-2.2	-1.5	5.7	3.1	-6.6	7.7	5.5
CCOc1ccc2nc(NC3=NC(C)(C)C=C(C)N3)nc(C)c2c1	0.2	-1.7	3.2	-0.3	10.0	0.8	4.5	-8.0	0.6	-3.1
CC1CCN(C(=O)CSc2nnc(Cc3cccn3C)n2CCc2ccccc2)CC1	-1.2	5.3	2.3	-0.5	2.4	10.7	1.1	14.0	-0.1	1.7
S=c1[nH]nc(CCc2ccccc2)n1-c1ccccc1	-6.7	-5.5	-1.2	-0.5	0.6	1.9	0.3	-1.1	-8.7	4.5

Screening data deposited in PubChem BioAssay by The Scripps Research Institute Molecular Screening Center.
